From PubChem BioAssay
Statin myotox sup: protects C2C12 myotubes from simvastatin toxicity. ATP luminescence, 48 h; scaled: DMSO 0, geranylgeraniol control 100. AID 602340. 330,000 tested, 0.78% active. rescue of ATP level, % at 7.49 µM;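 active means mean ATP rescue above about 67%, or every replicate alone reaching that limit, limit read from the data, passing the limit was not always enough; inconclusive means no clear call, values can overlap the other calls; inactive means mean under the limit and some replicate under it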;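 further: myotubes were challenged with 10 µM simvastatin during compound exposure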
PGC1a acetyl inh: PGC1a acetylation modulation, inhibitor mode; inhibition, % at 15.6 µM; 350,000 tested, 0.17% active; AID 651687; U2OS PGC1a acetylation, AlphaScreen anti-acetyl-lysine; with virally co-expressed GCN5 acetyltransferase;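 active means every replicate shows inhibition of at least 40%; inconclusive means mean inhibition at least 40% but some replicate below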;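 further: 0% = neutral control wells and 100% = positive control wells; some results beyond the cut were filed as inactive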
miR122 inh: inhibitors of miR-122 in Huh7 cells | Huh7 miR-122 Renilla luciferase sensor, 48 h; neutral wells = 0, positive control = 100 | activation (reporter increase), % at 12.5 µM | 340,000 tested, 0.3% active | AID 602342;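 active means mean replicate activation score at least 90 and every replicate individually at or above 90; inconclusive means only one of the two criteria met; inactive means neither criterion met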;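 further: higher luciferase means less miR-122 activity so hits act as miR-122 inhibitors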
PglD inh: inhibitors of Campylobacter jejuni PglD acetyltransferase; purified PglD enzyme, DTNB colorimetric CoA detection; inhibition, % at 12.5 µM; 360,000 tested, 0.098% active; AID 602405; in the data active means inhibition above about 16%, passing the limit was not always enough; inconclusive means no clear call, values can overlap the other calls; further: strong numbers were not always called active
FN deposit inh: fibronectin deposition inhibition | AH1F fibroblasts, Alexa488-fibronectin deposition fluorescence, overnight | inhibition, % at 12.6 µM | 350,000 tested, 0.086% active;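 active means mean inhibition across replicates of 30% or more, regardless of how many single replicates reach that level; inconclusive means mean under 30% yet at least half of replicates reach 30%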;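 further: positive control wells lacked labelled fibronectin entirely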
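Test system: AH1F fibroblast monolayer depositing Alexa488-labelled fibronectin into matrix. Input: 10000 cells per well. Technique: fluorescence, ex 485 nm, em 525 nm. Buffer or medium: DMEM plus 2% serum, read in PBS. Timing: 1 h cell adhesion before compound, then overnight fibronectin incubation. Compound: single dose, pinned. Read-out basis: inhibition from reduced deposited-fibronectin fluorescence.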
INS-1E GSIS act: GLuc luminescence reporter in INS-1E cells, primary screen for activators of glucose-dependent secretion of insulin; INS-1E GLuc reporter insulin secretion, 2-3 h; activation, % at 16.6 µM; 370,000 tested, 0.61% active; AID 743287;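 active means lowest replicate activation of at least 40%, so every replicate reaches that level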;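 further: 0% = median of neutral control wells and 100% = median of IBMX positive control wells; some compounds called inactive have numbers as strong as hits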
CFTR F508del cor: correctors of CFTR F508del function in bronchial epithelial cells; CFBE cells, YFP halide quenching; stimulated with forskolin plus potentiator P3; % fluorescence drop versus neutral controls; activity (quench increase), % at 7.58 µM; 350,000 tested, 0.36% active; AID 720511;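 active means mean added fluorescence quench of at least 8% versus neutral control, with both replicates also reaching 8%; inconclusive means only one of the mean or replicate conditions met; inactive means mean below 8% and not both replicates reaching 8%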;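 further: cells transiently co-express mutant CFTR-F508del with the halide-sensitive YFP; corrector assay measuring rescue of mutant channel to the surface after 24 h compound exposure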
Cneo AK release: Cryptococcus neoformans lysis via adenylate kinase release | C. neoformans lysis, adenylate kinase release luminescence, 4 h; normalised: neutral wells 0, clomiphene wells 100 | 360,000 tested, 0.2% active | lysis activity, % at 15 µM | AID 651654;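 active means mean lysis activity across replicates of at least 80%, whatever share of replicates individually reach that level; inactive means mean lysis activity below 80%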
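Material: C. neoformans cells; Schedule: 4 h static compound exposure, 37 °C, read 1 h post-reagent; Measured by: adenylate kinase release luminescence; Read-out: signal increase indicating cell lysis; Controls: Clomiphene as positive lysis control.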
The depositor's hits bear a star; ? = inconclusive; nt = no result given; & = joins results of further samples; [ ] = remark or other dose.

SMILES	Statin myotox sup	PGC1a acetyl inh	miR122 inh	PglD inh	FN deposit inh	INS-1E GSIS act	CFTR F508del cor	Cneo AK release
O=C(c1ccccc1Cl)N1CCC(c2nc3c(nnn3Cc3ccco3)c(=O)[nH]2)CC1	15	12	-4	0	2	1	-1.1	-1
COc1ccc(F)cc1-c1cc(NC=O)c2ncc(-c3cccc(C(F)(F)F)c3)n2c1	-7	-6	84	1	-3	nt	-0.1	-14
COc1cccc(C(=O)N(C)CC(=O)Nc2ccc(F)c(F)c2F)c1	18	4	-4	-2	1	-12	-1.6	0
CCCc1cc(=O)n2[nH]c(-c3ccco3)nc2n1	7	-28	3	-1	nt	10	2.0	0
CCCNC(=O)N1[C@H](C#N)[C@@H](c2ccccc2-c2cccc(C)c2)[C@@H]1CO	nt	8	nt	nt	5	-13	-1.7	nt
Cc1cc(C(=O)NNC(=O)c2ccc(C)s2)c(C)o1	4	-6	-4	-4	4	16	-0.9	1
COc1ccc(-c2csc(NC(=O)C3=COCCO3)n2)cc1OC	4	4	-3	2	5	33	2.9	-2
CCOC(=O)c1ccc2c(c1)nc(SCC(=O)NC(C)C)n2CC	-10	-12	1	-1	-5	18	nt	-2
CC(=O)Nc1cccc(NC(=O)C(=O)c2cn(CC(=O)N3CCCC3)c3ccccc23)c1	-12	7	-4	3	10	nt	2.2	0
CN1CCN(C(=O)C[C@H]2CC[C@@H]3[C@H](COC[C@@H](O)CN3C(=O)Nc3ccc(F)cc3)O2)CC1	-6	3	-2[16.7 µM]	0	-6	4	-0.9	-2
CC[C@@H]1CCC[C@@H](O)[C@@H](C)C(=O)O[C@H](C)[C@@H](C)C/C=C(C)/C(OC)=C\C(=O)N(C)C([C@@H](C)CC)C(=O)N(C)[C@@H](C(C)C)C(=O)N(C)[C@@H](COC)C(=O)N2CCC[C@H]2C(=O)N(C)[C@@H](C(C)C)C(=O)N2CCC[C@H]2C(=O)O1 (stereo partly specified)	-91	32	-6	0	3	-2	-4.7	-14
CO[C@H]1CC[C@@H]2CCOc3c(C#N)cccc3C(=O)N(C)C[C@H](OC)[C@H](C)C(=O)N(C)C[C@@H]1O2	-5&3	nt	nt	1&-1	-8	3	nt	5&3
Cc1c(NC(=S)N/N=C/c2ccc(O)cc2)c(=O)n(-c2ccccc2)n1C	11	-7	3	5	nt	nt	nt	0
CCCn1c(N)c(N(CCOC)C(=O)/C=C/c2ccc(C(=O)OC)cc2)c(=O)[nH]c1=O	nt	nt	-10	nt	-5	-2	-2.0	nt
CC(=O)N1C[C@@H]2[C@H](c3ccccc31)[C@@H](CO)N2C(=O)Nc1ccc(F)cc1	-6	5	8[16.7 µM]	0	nt	9	-2.0	54
Cc1ccc(S(=O)(=O)Nc2ccc3c(c2)CC(=O)N([C@@H](C)CO)C[C@H](C)[C@H](CN(C)C(=O)NC(C)C)O3)cc1	3	4	-6[16.7 µM]	4	nt	36	4.5	-3
CCOC(=O)c1ccc2c(c1)N(CC)C(=O)c1ccccc1S2	5	-2	-4	-1	nt	nt	nt	-2
COc1ccc(CN(C)C[C@@H]2Oc3ccc(NC(=O)Cc4ccccc4)cc3C(=O)N([C@@H](C)CO)C[C@@H]2C)cc1	-10	3	-2[16.7 µM]	2	nt	4	0.0	-3
Cc1ccc2c(c1)N(CC(=O)N1CCN(c3nc4ccccc4s3)CC1)C(=O)C(C)O2 (stereo unspecified)	3	-15	1	0	nt	nt	nt	-1
Cc1ccc(CNC(=O)Nc2ccccc2)c(C)c1	-2	7	1	-1	-2	5	-2.1	-2
Cc1c(C)c2c(OCC(=O)N[C@@H](C(=O)O)c3ccccc3)cc3c(c2oc1=O)CCC(C)(C)O3	8	14	0	-4	nt	-3	3.6	-4
O=C1CCCCCN1CP(=O)(O)CN1CCCCCC1=O	-3	2	nt	-3	-2	-2	-0.3	2
COc1cccc(NC(=O)N(C)C[C@@H]2Oc3ncc(C#Cc4ccccc4)cc3C(=O)N([C@@H](C)CO)C[C@@H]2C)c1	-38	-1	0[16.7 µM]	-3	12	-15	-1.7	-1
Cn1c(SCC(=O)NC2CC2)nnc1C1CC1	4	nt	nt	-3	8	2	-1.1	2
Cc1ccc(S(=O)(=O)c2nc(-c3ccco3)oc2SCC(N)=O)cc1	13	-5	-3	2	-1	17	-1.3	0
Cc1ccc(S(=O)(=O)Nc2ccc3c(c2)C(=O)N([C@H](C)CO)C[C@H](C)[C@H](CN(C)S(=O)(=O)c2ccc(F)cc2)OCCCC[C@H](C)O3)cc1	nt	-8	-11[16.7 µM]	-1	nt	3	2.5	-5
CN1N=C(C(=O)N2CCc3c([nH]c4ccccc34)C2c2ccccc2Cl)CCC1=O (stereo unspecified)	nt	-17	-2	nt	-7	nt	-1.1	nt
CCOC(=O)C(=O)N1CCN(c2nc(-c3ccc(Cl)cc3)cs2)CC1	3	13	1	0	3	-17	-0.2	-7
CN1CCN(CCC(=O)Nc2ccc3c(c2)OCO3)CC1	-9	1	-3	8	7	nt	nt	2
CN(CC(=O)Nc1ccccc1Br)C(=O)CNC(=O)c1cccs1	5	9	-6	-5	5	18	2.1	0
COc1cc(NC(=O)c2ccc(Cl)cc2)c(OC)cc1Cl	-11	0	14	9	5	-5	nt	0
CC1CCCC(C)N1C(=O)COC(=O)c1cc(F)c(F)cc1Cl (stereo unspecified)	1	3	-6	2	1	2	2.3	-1
Cc1ccc(S(=O)(=O)/N=C(\N)c2ccc(Cl)cc2)cc1	14	-7	10	1	5	-18	-0.2	1
CCn1nc(C(=O)Nc2ccc(Cl)c(S(=O)(=O)N3CCOCC3)c2)c2ccccc2c1=O	14	-9	-1	-5	-3	-24	-1.9	-3
O=C(C[C@@H]1CC[C@H]2[C@@H](COC[C@@H](O)CN2Cc2ccc(F)cc2)O1)NCc1ccccc1Cl	15	-2	-1[16.7 µM]	5	-9	7	4.4	-3
NC(=O)C1(N2CCCCC2)CCN(S(=O)(=O)c2ccccc2)CC1	4	nt	3	-1	5	0	1.8	4
COCC(=O)N1CC2(CN(Cc3ccccc3)C2)c2c(n(C)c3cc(OC)ccc23)[C@@H]1CO	nt	4	nt	nt	-1	16	2.1	nt
CCCn1c(=O)c2ccccc2n2c(SCC(=O)c3ccccc3)nnc12	2	-10	3	6	nt	0	2.0	-1
CN(C)c1ccc(NC(=O)CCCCCn2nnc3ccccc3c2=O)cc1	-9	2	-5	-1	1	0	-1.3	-2
CC=Cc1ccc2n(c1=O)C[C@H]1[C@H](CO)[C@@H](C(=O)NCc3cccc(OC)c3)N[C@@H]21 (mixture of isomers)	15	nt	nt	13	-9	3	nt	-3

Reprinted at random: two compounds from above
SMILES	Statin myotox sup	PGC1a acetyl inh	miR122 inh	PglD inh	FN deposit inh	INS-1E GSIS act	CFTR F508del cor	Cneo AK release
CCCn1c(=O)c2ccccc2n2c(SCC(=O)c3ccccc3)nnc12	2	-10	3	6	nt	0	2.0	-1
Cc1ccc(S(=O)(=O)c2nc(-c3ccco3)oc2SCC(N)=O)cc1	13	-5	-3	2	-1	17	-1.3	0

Additional records.
SMILES	Statin myotox sup	PGC1a acetyl inh	miR122 inh	PglD inh	FN deposit inh	INS-1E GSIS act	CFTR F508del cor	Cneo AK release
C[C@@H](NC(=O)CN1C(=O)c2ccccc2S1(=O)=O)c1ccccc1	8	nt	-6	-10	2	-12	-0.9	-1
COc1ccc(NC(=O)Nc2ccc3c(c2)C(=O)N([C@H](C)CO)C[C@H](C)[C@@H](CN(C)S(=O)(=O)c2ccc(F)cc2)OCCCC[C@@H](C)O3)cc1	nt	0	7[16.7 µM]	-2	-15	-14	0.3	-2
Nc1cc(C(Cl)=C(Cl)Cl)c(S(N)(=O)=O)cc1S(N)(=O)=O	2	2	0	-4	-2	nt	-0.3	-1
O=C(O)C[C@H]1C[C@@H]2c3cc(NC(=O)c4ccc5c(c4)OCO5)ccc3O[C@@H]2[C@H](CO)O1	2	3	1[16.7 µM]	-1	-1	2	-5.5	5
CCC1(CC)C(=O)N=C2c3ccccc3C(=O)N21	nt	5	-5	2	nt	10	nt	2
COc1ccc(CN(C)C[C@@H]2Oc3c(NC(=O)Nc4ccc(F)cc4)cccc3C(=O)N([C@@H](C)CO)C[C@H]2C)cc1	-30	-2	29[16.7 µM]	6	nt	-30	1.7	-1
Cc1cccc(C)c1NC(=O)C1CCCN1C(=O)Nc1cccc(F)c1 (stereo unspecified)	0	-12	3	5	5	-2	2.5	-2
Cc1cc(C)c2sc(N(CCN(C)C)C(=O)c3ccc4ccccc4c3)nc2c1	-7	nt	nt	-3	-1	24	1.5	4
C[C@@H]1CN([C@@H](C)CO)C(=O)Cc2cc(N(C)C)ccc2O[C@H]1CN(C)Cc1ccc(Oc2ccccc2)cc1	24	-16	-2[16.7 µM]	nt	nt	-8	-4.0	nt
COc1cccc(NC(=O)CN2C(=O)C(c3ccc(C)cc3)=NC23CCCCCC3)c1	nt	-2	1	-2	-17	-28	nt	1
C[C@H](CO)N1C[C@H](C)[C@H](CN(C)S(=O)(=O)c2ccccc2)Oc2ncc(C#Cc3ccccc3)cc2C1=O	57	5	-7[16.7 µM]	-1	-9	0	0.7	3
O=C(c1ccco1)N1CCN(c2ncnc3scc(-c4cccs4)c23)CC1	nt	?	-3	nt	nt	-13	-1.6	nt
CC1Cc2ccccc2N1C(=O)CSc1nnc2c(n1)[nH]c1ccccc12 (stereo unspecified)	-8	-9	-2	14	nt	nt	nt	-3
O=C1CS/C(=N/N=C/c2ccccc2OS(=O)(=O)c2ccccc2)N1	-13	nt	3	nt	1	13	nt	nt
COc1cc(CCC(=O)OCC(=O)Nc2ncc(Cl)cc2Cl)cc(OC)c1OC	31	-3	4	-5	nt	nt	nt	-2
Cc1cccc(S(=O)(=O)NC(=O)C2(C)CCN2C(=O)c2cccc(F)c2)c1 (stereo unspecified)	7	-19	1	6	2	-8	-1.5	6
COc1ccccc1NS(=O)(=O)c1ccc(C(=O)NCC(c2ccco2)N2CCCCC2)cc1 (stereo unspecified)	4	nt	nt	5	nt	-10	-1.7	0
C[C@H](CO)N1C[C@H](C)[C@H](CN(C)C(=O)Nc2ccc3c(c2)OCO3)Oc2ccc(NC(=O)C3CC3)cc2CC1=O	-15	-5	-8[16.7 µM]	-1	nt	10	-0.1	-3
CC(=O)n1ccnc1	8	1	-2	-4	3	3	-0.4	3
Nn1cc(-c2ccccc2)nc1SCC(=O)NCC(F)(F)F	3	nt	-2	6	9	2	0.5	0
C[C@@H]1CN([C@H](C)CO)C(=O)c2cc(-c3ccccc3F)cnc2O[C@@H]1CN(C)Cc1ccccc1F	28	10	-3[16.7 µM]	0	-13	-4	0.4	-3
Cc1cc(C(=O)OCC(=O)NC2CCC(C)CC2)c(C)o1 (stereo unspecified)	7	-2	-4	2	1	7	-3.9	1
CN(C)S(=O)(=O)c1ccc(N2CCCC2)c(C(=O)Nc2nc3ccc(F)cc3s2)c1	nt	nt	-4	11	5	-6	-3.3	-1
COc1cc(/C=N\NC(=O)C2COc3ccccc3O2)cc(OC)c1O (stereo unspecified)	nt	-1	-6	1	9	-2	-2.1	-1
COc1cccc(/C(O)=C2/C(=O)C(=O)N(c3cc(C)on3)C2c2cccs2)c1 (stereo unspecified)	nt	-7	1	5	nt	nt	nt	-2
